Bioassay records as filed in PubChem BioAssay.
KCNH2 3.1 inh: KCNH2 3.1 (human) potassium channel inhibition; U2OS KCNH2 3.1, thallium flux FluxOr; hits give low values; 0.95% of 340,000 active; AID 720553; activity change, % (tested at about 1.8 µM);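 active = maximum activity change below -70%; inconclusive = maximum activity change from -70% to -50%; inactive = maximum activity change above -50%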;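 also: thallium influx rate constant from kinetic fluorescence after stimulation buffer; % is scaled to controls: 0 for no effect and ±100 for the full control effect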
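We transduce U2OS cells with the mutant 3.1 virus, culture them overnight, load FluxOr with Red40 quencher for 45 min, then add stimulation buffer and read kinetically for 2 min to derive a normalized rate constant.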
CXXC DNA block: MLL CXXC-DNA interaction inhibition; MLL-CXXC / FITC-HOXA9 DNA fluorescence polarization; Potency, µM (top dose mostly 115 µM), for the others: at the highest dose activity change, negative = inhibition, usual class: inhibitors; AID 2662; 0.037% of 290,000 active; active = well fitted inhibition curve with a large enough effect in the polarisation, with a control signal flat, not every such curve was filed as active; inconclusive = small, poorly fitted or top-dose-only effect, or effect the other way, or a change in a side signal; inactive = no such curve, though single readings can be large or run the other way; the % refers to the polarisation; also: potency is read from the fitted curve at half-maximal effect
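Steps: dispense CXXC domain solution (7 uM) → pin compounds or unlabeled HOX-A9 DNA control → 5 min ambient → add FLSN-HOX-A9 solution (50 nM) → spin → 30 min ambient → fluorescence polarization. Tris pH 7.5/NaCl/DTT/BSA buffer.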
AT treatment: candidate therapy for ataxia-telangiectasia; […] A-T fibroblasts, KAP-1 phosphorylation AlphaLISA; neocarzinostatin DNA damage 30 min before lysis; Potency, µM (top dose mostly 57.5 µM), for the others: top-dose activation, hits mostly activators; AID 485349; 0.19% of 320,000 active; also: potency is read from the fitted curve at half-maximal effect; % of control where 0% means no effect; nearly all actives have a fitted effect of over 45% in size
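ATM-like activity read as KAP-1 phosphorylation via AlphaLISA donor/acceptor antibody pairs after lysis and 6 hr at 25C. Cells were ATM-null patient fibroblasts ([…], hTERT), dosed 60 min, then exposed to the DSB inducer NCS for 30 min.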
MBNL1-CUG inh: inhibitors of human MBNL1 binding to CUG repeat RNA; TR-FRET MBNL1-His/biotin-(CUG)12 binding, 665/545 ratio; Potency, µM (series often up to 57.5 µM), for the others: top-dose activity change, negative = inhibition, actives largely listed as inhibitors; 0.036% of 280,000 active; AID 2675; active = well fitted inhibition curve with a large enough effect in the signal ratio, with a control signal flat, not every such curve was filed as active; inconclusive = small, poorly fitted or top-dose-only effect, or effect the other way, or a change in a side signal; inactive = no such curve, though single readings can be large or run the other way; the % refers to the signal ratio; also: potency is read from the fitted curve at half-maximal effect; % is scaled to controls: 0 for no effect and ±100 for the full control effect
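His-tagged MBNL1 binding to biotinylated (CUG)12 RNA was measured by TR-FRET using terbium anti-His antibody (0.055 ng/ul final) and streptavidin-XL665 (5 nM final). Compounds were titrated 92 nM to 58 uM; 60 min at room temperature.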
Integrin act MD: integrin-mediated muscular dystrophy alleviation activation | alpha7betagal myoblasts, beta-gal FDG fluorescence, 48 h | Potency, µM (top dose mostly 38.3 µM), without a hit: at the highest dose activation, usual class: activators | AID 624291 | 0.064% of 350,000 active;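 also: potency is read from the fitted curve at half-maximal effect; 100% = response of the positive control SU9516; nearly all actives have a fitted effect of over 60% in size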
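alpha7betagal+/- myoblasts (passage 13, 250/well) treated 48 h at 37C with compounds at 1:260 dilution of DMSO stock. Lysed, then beta-galactosidase activity read as FDG fluorescence (ex 480/em 540) after 30 min, with pre-read for autofluorescence.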
FBPA coupling cs: inhibits coupling enzyme system, counter-screen for aldolase hits; activity change, negative = inhibition, % at 58.2 µM, hits read low; coupling enzyme system counterscreen, AmpLite Red fluorescence; AID 2472; 0.67% of 290,000 active; in the data active = activity change below about -30%; also: % is scaled to controls: 0 for no effect and ±100 for the full control effect
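Fluorescence at 525 nm excitation and 598 nm emission measured inhibition of the coupled detection system without aldolase. Compounds (at 57.5 uM final) were preincubated 10 min at room temperature with coupling enzyme reagent before a 20 min substrate/AmpLite Red step.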
GALK inh: galactokinase (human) inhibition | Potency, µM (top dose mostly 57.5 µM), for inactives: at the top dose activity change, negative = inhibition, usual class: inhibitors | Purified GALK, Kinase-Glo residual ATP luminescence | 0.007% of 270,000 active | P51570; also: potency is read from the fitted curve at half-maximal effect; % is scaled to controls: 0 for no effect and ±100 for the full control effect
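The enzyme phosphorylates galactose (100 uM) using ATP (35 uM); inhibition is detected as higher residual ATP, quantified by bioluminescence after 1 h reaction at room temperature, pH 8.0.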
TRPV1 agonist: activates the human vanilloid receptor TRPV1 | Q8NER1 | TRPV1-expressing cells, Fluo-8 calcium influx, agonist mode | activation, % at 8.33 µM | 0.19% of 320,000 active | AID 540275; in the data active = activation above about 80%; inconclusive = between about 30% and that limit; also: 0% is about no effect
Target sequence (Q8NER1 whole entry, looked up): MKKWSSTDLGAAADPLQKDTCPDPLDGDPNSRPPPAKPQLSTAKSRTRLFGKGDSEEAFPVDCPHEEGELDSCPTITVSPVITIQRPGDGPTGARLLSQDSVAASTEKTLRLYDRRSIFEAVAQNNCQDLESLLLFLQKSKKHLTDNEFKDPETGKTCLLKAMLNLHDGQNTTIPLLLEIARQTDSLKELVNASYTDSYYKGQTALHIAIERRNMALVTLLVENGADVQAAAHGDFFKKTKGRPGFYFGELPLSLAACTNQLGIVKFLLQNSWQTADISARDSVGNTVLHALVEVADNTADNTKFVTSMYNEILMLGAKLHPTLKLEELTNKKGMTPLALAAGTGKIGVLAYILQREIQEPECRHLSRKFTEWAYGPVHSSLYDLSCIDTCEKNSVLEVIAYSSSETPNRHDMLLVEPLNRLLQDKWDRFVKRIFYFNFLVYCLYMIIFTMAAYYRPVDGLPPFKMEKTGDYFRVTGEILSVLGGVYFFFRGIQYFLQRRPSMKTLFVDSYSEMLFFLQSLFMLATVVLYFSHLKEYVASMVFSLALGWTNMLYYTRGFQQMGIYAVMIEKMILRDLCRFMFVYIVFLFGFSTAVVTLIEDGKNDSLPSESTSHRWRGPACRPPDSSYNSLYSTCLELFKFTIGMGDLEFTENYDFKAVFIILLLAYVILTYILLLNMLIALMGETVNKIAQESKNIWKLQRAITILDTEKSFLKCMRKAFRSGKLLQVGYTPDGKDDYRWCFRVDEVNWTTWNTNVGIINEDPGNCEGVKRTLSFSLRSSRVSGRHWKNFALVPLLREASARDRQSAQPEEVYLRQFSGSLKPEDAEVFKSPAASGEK
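Fluo-8 calcium influx in TRPV1-expressing cells, kinetic read (ex 480/em 520 nm). Compound added and read 3 min for agonist activity, followed by capsaicin at EC20 final and 2 min further read for enhancement.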
S-ASM inh: inhibitors of human secretory acid sphingomyelinase; AID 504937; 0.006% of 340,000 active; P17405; Potency, µM (series often up to 57.5 µM), for the others: at the highest dose activity change, negative = inhibition, actives largely listed as inhibitors; placental ASM, HMU-PC fluorogenic substrate, 60 min; also: potency is read from the fitted curve at half-maximal effect
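qHTS format. ASM enzyme prepared from human placenta hydrolyses the fluorogenic substrate HMU-PC0 (9 uM final) over 60 min at 37 °C after a 10 min compound preincubation.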
KCNH2 WT inh: blocks the wildtype human KCNH2 potassium channel. U2OS, BacMam KCNH2, thallium flux FluxOr; hits give low values. activity change, % at 1.84 µM. 0.37% of 340,000 active;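 active = maximum activity change below -70%; inconclusive = maximum activity change between -70% and -50%; inactive = maximum activity change above -50%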; also: % is scaled to controls: 0 for no effect and ±100 for the full control effect
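U2OS cells transduced with wild-type KCNH2 virus are loaded with FluxOr dye for 45 min, and thallium flux is measured in kinetic reads before and after stimulation buffer. Rate constants are normalized to DMSO controls.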
* hit, by the source's call; ? = inconclusive; nt = no result given; & = joins results of further samples; [ ] = dose if it differs, or a comment. Unless noted, calls follow the shape of the dose curve; as a rule, active = well fitted curve in the direction sought with a large enough effect; inconclusive = small, poorly fitted or top-dose-only effect, or another doubt; inactive = no such curve, though single readings can be large; an effect the other way counts as inactive or inconclusive.

SMILES	KCNH2 3.1 inh	CXXC DNA block	AT treatment	MBNL1-CUG inh	Integrin act MD	FBPA coupling cs	GALK inh	TRPV1 agonist	S-ASM inh	KCNH2 WT inh
O=C(/C=C/c1ccccc1)Nc1nnc(SCC(=O)c2ccc3ccccc3c2)s1	3	14%	2%	?	-9%	0	0%	-6	-2%	-16
Cc1c(CCC(=O)N[C@@H](C)C(=O)O)c(=O)oc2c(C)c3oc4c(c3cc12)CCCC4	2	2%	-3%	9%	-6%	0	-3%	12	175%[activator]	4
Cc1ccc(O/C=C2\OC(=O)c3ccccc32)cc1	-2	-2%	3%	-3%	16%	1	0%	?	1%	-5
Cc1cc(Cl)c(S(=O)(=O)N2CCCC2)cc1OCC(N)=O	8	0%	1%	-5%	-4%	1	-3%	-2	6%	5
Cc1cccc(C(=O)N2CCN(c3ccc([N+](=O)[O-])c(NCc4ccco4)c3)CC2)c1	-4	11%	-10%	?	-16%	nt	-3%	-3	?	-4
Cc1ccccc1NC(=O)COc1ccccc1C	2	-2%	4%	0%	6%	1	-3%	5	0%	5
O=C(CCC(=O)Nc1ccc(F)cc1)N/N=C/c1c[nH]c2ccccc12	nt	12%	4%	nt	12%	-2	10%	-1	-4%	8
COc1cc(C2C(C#N)=C(N)Oc3cc(N)ccc32)cc(OC)c1OC (stereo not given)	-6	-3%	-1%	29%	28%	0	0%	1	26%	-1
O=C(CN1CCOCC1)N/N=C/c1cc2ccccc2nc1Cl	2	5%	2%	?	-1%	0	-2%	-4	0%	4
O=C(Nc1ccc2c(c1)OCCO2)c1cnn(-c2ccccc2)n1	14	nt	4%	nt	-8%	nt	nt	3	-3%	2
O=C(CCNC(=O)c1ccc([N+](=O)[O-])cc1)NC1CCCCC1	2	nt	1%	nt	6%	nt	nt	-2	7%	17
COc1ccc(-c2nc(C#N)c(N3CCC(C(N)=O)CC3)o2)cc1	nt	-9%	1%	-1%	23%	-1	-1%	11	-1%	-11
CC(NC(=O)c1ccc(Cl)s1)C1CCCO1 (stereo not given)	10	6%	-2%	1%	23%	0	-3%	4	-1%	-8
Cc1ccc(S(=O)(=O)N2CCN(C(=O)CN(Cc3ccco3)Cc3cccs3)CC2)cc1	6	nt	nt	nt	-12%	nt	nt	nt	2%	-5
Cc1cccc(OCC(=O)N/N=C/CC(C)c2ccccc2)c1C (stereo not given)	-6	14%	1%	-14%	18%	2	0%	7	-3%	-14
Cc1ccc(OCC(=O)Nc2ccc(NC(=O)c3cccs3)cc2)c(C)c1	-5	0%	-8%	4%	-41%	2	-1%	3	-14%	-5
O=C1c2ccccc2C(=O)N1CCCCN(C(=O)c1ccco1)c1ccc(Cl)cc1	-12	-1%	7%	4%	4%	-1	3%	0	-5%	15
Cc1[nH]c(C)c(S(=O)(=O)N2CCN(c3ccc(Cl)cc3)CC2)c1C(=O)N1CCCC1	-12	9%	1%	-2%	-2%	nt	1%	1	0%	19
C/C(CCc1ccccc1)=N\NC(=O)COc1ccccc1C	-6	5%	-3%	-1%	-6%	2	-1%	-1	4%	17
O=C(COc1ccccc1O)NC1CCCC1	8	nt	10%	nt	1%	nt	nt	-1	1%	-9

Quoted from the listing:
Cc1cccc(C(=O)N2CCN(c3ccc([N+](=O)[O-])c(NCc4ccco4)c3)CC2)c1 @ GALK inh: -3%
O=C(/C=C/c1ccccc1)Nc1nnc(SCC(=O)c2ccc3ccccc3c2)s1 @ Integrin act MD: -9%
Cc1cccc(OCC(=O)N/N=C/CC(C)c2ccccc2)c1C (stereo not given) @ AT treatment: 1%

Next part.
SMILES	KCNH2 3.1 inh	CXXC DNA block	AT treatment	MBNL1-CUG inh	Integrin act MD	FBPA coupling cs	GALK inh	TRPV1 agonist	S-ASM inh	KCNH2 WT inh
COc1cc(NC(=O)Cn2nc(C(F)(F)F)c3c2CCCC3)cc(OC)c1OC	-7	-8%	-2%	4%	-9%	2	-3%	-3	0%	-5
CCn1cc(C(=O)O)c(=O)c2cnc(N3CCN(C(=S)NC(=O)c4ccc(Cl)cc4Cl)CC3)nc21	-15	-2%	4%	-2%	0%	2	-1%	-1	-4%	-12
CCC(=O)N(CCC1(C(C)C)CCOC(C)(C)C1)Cc1ccco1 (stereo not given)	1	-5%	-4%	-2%	-17%	2	1%	12	0%	-9
O=C1NC2(CCCc3ccccc32)C(=O)N1CCOc1ccc(Br)cc1 (stereo not given)	-8	7%	-1%	1%	-5%	0	-4%	2	-8%	-9
COc1ccc(-c2noc(-c3ccco3)n2)cc1OC	0	1%	nt	-6%	14%	-1	7%	3	-5%	-7
CC(C)(C)NC(=S)NCc1ccc2c(c1)OCO2	-7	10%	1%	-10%	-15%	-1	-3%	25	2%	-8
O=C(COc1ccc2ccc(=O)oc2c1)NC1CCCC1	-14	-15%	6%	-4%	7%	nt	-7%	-1	2%	-9
CN(C)CCn1c(=O)n(Cc2ccccc2)c(=O)c2c3c(sc21)CCCCC3	8	-4%	-6%	-3%	-3%	2	0%	0	-3%	29
COc1ccc(C2C(C(C)=O)=C(C)Nc3ncnn32)c(OC)c1OC (stereo not given)	9	-2%	-1%	3%	16%	0	3%	0	9%	-6
COc1ccc(NC(=O)OCCN2CCN(Cc3ccccc3)CCC2=O)cc1	18	4%	1%	-24%	0%	2&-2	nt	2	-4%	-7
Cc1ccc2nc(NC(=S)NC(=O)c3cccs3)sc2c1	29	22%	1%	6%	0%	-2	2%	4	-1%	3
OCCN(CC#CC(O)(c1ccccc1)c1ccccc1)CCO	-14	-2%	-8%	0%	13%	2	1%	1	-3%	18
COc1ccc(CS(=O)c2nc(C)cc(C)c2S(C)(=O)=O)cc1 (stereo not given)	-9	?	4%	-9%	0%	2	-1%	-3	3%	4
C/C(=N\NC(=O)C1CCCN(S(=O)(=O)c2ccccc2)C1)c1ccccn1 (stereo not given)	1	19%	-2%	-1%	-41%[inhibitor]	-1	-1%	-2	0%	-1
O=C(CSCCO)Nc1cc(C(F)(F)F)ccc1Cl	15	-1%	4%	7%	-11%	2	0%	1	2%	1
Cc1nnc(Cn2cnc3c2c(=O)n(C)c(=O)n3C)o1	-1	-6%	3%	-6%	2%	1	7%	-4	1%	0
Cc1cc(=O)[nH]c(SCC(=O)N2CCCc3ccccc32)n1	-2	-1%	-4%	2%	-12%	7	-4%	1	1%	2
Cc1cnc(C(=O)Nc2nnc(C3CC3)s2)cn1	8	-4%	-4%	7%	1%	-1	nt	0	1%	-8
CCOc1ccccc1C(=O)Nc1nnc(CC)s1	6	-3%	2%	-14%	-15%	-1	-2%	0	-4%	-5
CCCCC(=O)Nc1nnc(-c2ccc(OC)cc2)s1	2	-5%	0%	14%	-10%	1	0%	3	10%	1

Whole records from above:
Results for `O=C(CSCCO)Nc1cc(C(F)(F)F)ccc1Cl` : KCNH2 3.1 inh: 15; CXXC DNA block: -1%; AT treatment: 4%; MBNL1-CUG inh: 7%; Integrin act MD: -11%; FBPA coupling cs: 2; GALK inh: 0%; TRPV1 agonist: 1; S-ASM inh: 2%; KCNH2 WT inh: 1
Results for `CCn1cc(C(=O)O)c(=O)c2cnc(N3CCN(C(=S)NC(=O)c4ccc(Cl)cc4Cl)CC3)nc21` : KCNH2 3.1 inh: -15; CXXC DNA block: -2%; AT treatment: 4%; MBNL1-CUG inh: -2%; Integrin act MD: 0%; FBPA coupling cs: 2; GALK inh: -1%; TRPV1 agonist: -1; S-ASM inh: -4%; KCNH2 WT inh: -12

Returning to the listing, repeating the 2 entries before the break.
SMILES	KCNH2 3.1 inh	CXXC DNA block	AT treatment	MBNL1-CUG inh	Integrin act MD	FBPA coupling cs	GALK inh	TRPV1 agonist	S-ASM inh	KCNH2 WT inh
CCOc1ccccc1C(=O)Nc1nnc(CC)s1	6	-3%	2%	-14%	-15%	-1	-2%	0	-4%	-5
CCCCC(=O)Nc1nnc(-c2ccc(OC)cc2)s1	2	-5%	0%	14%	-10%	1	0%	3	10%	1
COCC(=O)OCc1cc2cccc(C)c2[nH]c1=O	-3	0%	12%	6%	25%	4	2%	-1	1%	-2
O=C(CCS(=O)(=O)c1ccc(Br)s1)N1CCc2ccccc21	-21	-4%	8%	-22%	-47%[inhibitor]	0	0%	10	-1%	12
COc1ccccc1N1C(=O)CC(N2CCN(c3ccc(F)cc3)CC2)C1=O (stereo not given)	8	0%	-4%	0%	6%	-4	4%	-8	-3%	3
Cc1cc(C)n2nc(SCc3nnc(SCc4ccccc4)s3)nc2n1	-19	-2%	5%	-1%	-20%	-1	1%	3	-3%	-7
Cc1ccc(C(=O)O/N=C/c2ccc(N(C)C)cc2)cc1	3	5%	-2%	?	4%	1	2%	1	24%	-22
Cc1c(NC(=S)NC(=O)C(C)(C)C)c(=O)n(-c2ccccc2)n1C	-11	-3%	-3%	?	21%	-10	0%	-1	5%	0
CC(C(=O)O)C(=O)O	7	nt	2%	nt	nt	nt	nt	-2	-1%	2
